GPR151 ag: activators of human GPR151, primary screen, cell-based, PathHunter beta-arrestin, luminescence; PathHunter beta-arrestin GPR151 cells; activation, % at 11.2 µM; 650,000 compounds, 1% hits; in the data active means activation above about 4.9%;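 further: 0% = median of compound wells and 100% = cells with positive control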
Target sequence (Q8TDV0 whole entry, looked up): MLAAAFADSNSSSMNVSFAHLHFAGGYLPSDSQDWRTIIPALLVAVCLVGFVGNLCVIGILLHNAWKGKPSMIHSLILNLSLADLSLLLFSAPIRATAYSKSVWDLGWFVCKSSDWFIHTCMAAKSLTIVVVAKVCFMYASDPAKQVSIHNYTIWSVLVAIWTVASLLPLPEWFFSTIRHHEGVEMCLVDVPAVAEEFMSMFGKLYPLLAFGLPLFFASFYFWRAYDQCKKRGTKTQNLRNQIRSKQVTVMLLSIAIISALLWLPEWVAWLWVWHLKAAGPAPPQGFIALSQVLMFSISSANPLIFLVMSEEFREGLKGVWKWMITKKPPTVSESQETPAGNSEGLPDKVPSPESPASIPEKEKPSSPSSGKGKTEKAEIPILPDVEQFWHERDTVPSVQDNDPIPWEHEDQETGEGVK
FBW7 activator: FBW7 E3 ligase activators, primary screen, biochemical, AlphaScreen, human. AlphaScreen FBW7–phospho-cyclin E peptide binding, activator screen. normalized activity (activation), % at 26.1 µM. 650,000 compounds, 0.13% hits. AID 1259310, 2017; in the data active means normalized activity above about 1.9%;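 further: purified mutant Fbw7 with reduced substrate affinity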
TEAD-YAP inh: TEAD-YAP interaction inhibition, primary screen, TEAD-YAP interaction inhibitor project, luminescence, HEK-TIYL cells | TEAD-Gal4/YAP UAS-luciferase luminescence | AID 1259422, 2018 | inhibition, % at 9.12 µM | 640,000 compounds, 1.4% hits; in the data active means inhibition above about 32%;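 further: 0% = median of test compound wells and 100% = reference inhibitor wells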
MITF inh: MITF inhibitors, primary screen, biochemical, AlphaScreen, human | AID 1259374, 2018 | 650,000 compounds, 0.91% hits | inhibition, % at 2.6 µM | Microphthalmia-associated transcription factor (Homo sapiens), O75030 | AlphaScreen MITF homodimerization, bead proximity signal; in the data active means inhibition above about 50%;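 further: 0% = vehicle wells with protein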
Target sequence (O75030 whole entry, looked up): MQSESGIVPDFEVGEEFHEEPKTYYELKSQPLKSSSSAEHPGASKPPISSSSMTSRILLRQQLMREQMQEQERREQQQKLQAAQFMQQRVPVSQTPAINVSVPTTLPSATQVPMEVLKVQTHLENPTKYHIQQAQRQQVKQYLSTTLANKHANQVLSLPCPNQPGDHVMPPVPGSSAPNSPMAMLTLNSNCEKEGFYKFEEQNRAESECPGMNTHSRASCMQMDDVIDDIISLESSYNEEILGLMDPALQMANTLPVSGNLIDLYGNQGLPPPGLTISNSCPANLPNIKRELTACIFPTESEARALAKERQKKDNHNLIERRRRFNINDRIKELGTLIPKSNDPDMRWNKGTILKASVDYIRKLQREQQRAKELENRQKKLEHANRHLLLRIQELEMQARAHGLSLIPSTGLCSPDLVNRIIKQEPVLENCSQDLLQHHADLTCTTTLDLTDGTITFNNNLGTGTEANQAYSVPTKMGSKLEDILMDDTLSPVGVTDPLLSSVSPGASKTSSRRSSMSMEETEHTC
Numbers without * were called inactive.

Structure,GPR151 ag,FBW7 activator,TEAD-YAP inh,MITF inh
COc1ccc(-n2nnnc2C2CCN(S(=O)(=O)c3cccs3)CC2)cc1,3.0,-0.1,-1,-7
O=C(c1ccc2c(=O)n(Cc3ccco3)c(=S)[nH]c2c1)N1CCCCCC1,-1.0,0.2,9,16
COc1ccc(N2CCN(C(=O)c3ccc(-n4c(=S)[nH]c5ccccc5c4=O)cc3)CC2)cc1,0.3,0.0,-8,15
Cn1cccc1CNC(=O)c1cc(F)cc2c1OCOC2,-1.1,0.5,2,14
Cc1nn(C)cc1CNCc1c(C(=O)N2CCCCC2)nc2c(C)cccn12,0.4,-0.1,-8,-2
CCOc1ccc(-n2nc(C(=O)Nc3ccc4c(c3)OCCO4)c3ccccc3c2=O)cc1,-0.4,-0.1,6,12
CCOC(=O)N1CCC(NC(=O)CSc2nc3ccccc3n2S(=O)(=O)c2cccc([N+](=O)[O-])c2)CC1,0.2,-0.1,-6,-4
O=C(CN1CCN(S(=O)(=O)c2ccc(Cl)cc2)CC1)Nc1ccc2c(c1)OCCO2,-0.9,-0.1,-12,-11
COc1ccc(NC(=O)c2ccccc2NS(=O)(=O)c2ccc(C)cc2)cc1OC,-1.3,-0.2,-1,-6
Cc1ccc(NC(=O)c2cnccn2)c(Br)c1,6.4*,0.1,-38,6
CCC(Sc1nc(NCC2CCCO2)c2ccccc2n1)C(=O)Nc1ccc2c(c1)OCO2 (configuration not stated),0.0,-0.2,11,-3
CCN(CC)CCN(CC)Cc1c(F)cccc1F,-0.6,0.9,12,6
COc1cc(CNCc2ccc(F)cc2)ccc1OCC(N)=O,1.4,-0.2,-7,0
CCOC(=O)c1c(CSc2cccs2)n(C)c2cc(Br)c(O)cc12,0.4,0.0,8,-2
O=C(Cn1cc2c(n1)CCCC2)Nc1ccc(F)cc1,0.9,0.8,-2,7
CNC(=O)Cn1c(=O)n(-c2ccccc2)c(=O)c2oc3ccccc3c21,-0.6,0.1,-7,-5
O=C(NC(O)C(=O)c1ccccc1)c1ccccn1 (configuration not stated),-1.6,-0.2,0,2
CCCCN1C(=O)C(=O)C2=C(c3ccc(OC)cc3)OC3(O)c4ccccc4C(O)(O)C213 (configuration not stated),0.3,0.0,-10,-2
C/C(=N\NC(=O)c1nnn(-c2nonc2N)c1-c1ccccc1)c1cccnc1,0.3,0.2,-7,7
COc1ccccc1-c1cc(C(=O)N/N=C/c2cccc(O)c2)[nH]n1,1.2,0.2,-15,4
CC(=O)c1c(C)[nH]c(C(=O)OCC(=O)Nc2ccc(N3CCCCC3)cc2)c1C,-0.8,-0.2,9,4
Cc1c(NC(=O)Cc2noc3ccccc23)cccc1[N+](=O)[O-],0.0,0.2,-4,13
CCCCN(C)CCN1C(=O)C2C(C(=O)Nc3ccc(C)cc3)C3C=CC2(O3)C1C(=O)NC1CCCCC1 (configuration not stated),-0.9,-0.1,-1,11
Cc1ccc(N(CC(=O)Nc2cc(Cl)ccc2C)S(C)(=O)=O)c(C)c1,6.9*,-0.1,7,-15
Cc1ccc(N=Cc2c(O)[nH]c(=S)[nH]c2=O)c(C)c1,-0.8,0.0,-1,7
CCC(C)C(=O)NCc1nnc2n1CCN(Cc1cc(C)c(OC)cc1C)CC2 (configuration not stated),-1.3,0.0,1,11
Cc1c(Cl)cccc1NC(=O)c1snc2c(=O)[nH]cnc12,-0.3,0.0,2,17
CC(=O)/C(N=Nc1cc([N+](=O)[O-])ccc1Br)=C(\C)O,0.4,-0.1,-4,2
COc1ccc(Cn2c(NCC(C)C)nc3c2c(=O)n(C)c(=O)n3C)cc1,0.8,0.1,-1,-7
CCCC1=NN2C(=N)/C(=C/c3cc(Cl)c(OCCOc4ccccc4)c(OCC)c3)C(=O)N=C2S1,-0.2,0.0,-8,5
COCCn1cc(C(=O)NCCN(C)C)c2c3ccccc3n(C)c2c1=O,-0.7,-0.1,-5,-14
O=C(O)CCCC(=O)N1CCC(c2nc(-c3cccc(C(F)(F)F)c3)no2)CC1,2.8,0.2,-5,-6
Cc1ccc(NC(=O)CSc2nc3ccsc3c(=O)n2-c2ccc(Br)cc2)cc1,2.2,0.1,4,4
COc1ccc(C(CC(=O)O)NS(=O)(=O)c2cccc3nsnc23)cc1 (configuration not stated),2.1,0.0,-2,-10
CC(=O)c1ccc(N2CCN(c3c(-c4ccccc4)c(=O)c3=O)CC2)cc1,-0.8,-0.2,4,1
COc1ccc(-n2ncnc2-c2ccc(Cl)cc2)cc1,-0.9,-0.1,2,-6
CCOC(=O)N1CCN(c2c(N3CCN(c4cccc(C)c4C)CC3)c(=O)c2=O)CC1,0.6,0.1,-4,8
Cc1csc(NC(=O)c2sc3nc4c(c(C(F)(F)F)c3c2N)CCCC4)n1,1.0,0.1,65*,12
FC(F)(F)c1ccc(Cn2cnc3c(Nc4ccccc4)nc(N4CCc5ccccc5C4)nc32)cc1,-0.5,0.2,-8,-6
Fc1cccc(-c2nn3c(C4COc5ccccc5O4)nnc3s2)c1 (configuration not stated),-0.1,-0.4,3,-6
COCCN=c1scc(-c2ccc(Br)cc2)n1/N=C/c1ccc(O)cc1O,0.7,-0.1,-10,-3
COc1ccccc1Cn1c(=O)c2cccnc2n(Cc2ccc(F)cc2)c1=O,1.4,0.1,-16,-4
O=C(Nc1ccc(Cl)c(-c2nc3ccccc3o2)c1)c1ccc(Cl)c([N+](=O)[O-])c1,0.5,0.0,4,-3
CCc1ccc(NC(=O)COc2ccc(C)c(C)c2)cc1,1.9,0.0,4,-2
CCN(CC)C(=O)C12CCC(C)(C(=O)C1)C2(C)C (configuration not stated),3.0,-0.1,7,1
Cc1cnc(Nc2ccncc2)nc1Nc1ccc(N2CCOCC2)cc1,-1.1,-0.3,40*,-4
O=C(O)c1nc2nc(-c3ccc(Cl)cc3)cc(C(F)(F)F)n2n1,0.1,0.1,4,4
c1ccc(Oc2ccc(Nc3ccnc(N4CCc5ccccc5C4)n3)cc2)cc1,-1.8,-0.1,-5,-1
COc1ccc(C2C3=C(CCCC3=O)N(C)C3=C2C(=O)CCC3)cc1C(=O)O,0.3,-0.3,-5,3
O=S(=O)(NC1CCCCC1NS(=O)(=O)c1ccc(F)cc1)c1ccc(F)cc1 (configuration not stated),-1.5,-0.1,-13,2
CCOC(=O)c1nc(Nc2ccc(OC)cc2)c2ccccc2n1,0.2,0.4,-9,-1
Cc1ccc2nc(-c3cccc(NC(=S)NC(=O)c4ccco4)c3)oc2c1,-1.8,0.1,-54,-6
COc1ccc(S(=O)(=O)NCC(c2cccn2C)N2CCOCC2)cc1F (configuration not stated),-0.7,-0.2,1,7
CCCCCCNC(=O)C(C)NS(=O)(=O)c1ccc(C)cc1 (configuration not stated),0.2,0.1,1,9
CCOc1cc2oc(C)c(Oc3ccccc3)c(=O)c2cc1CC,-0.8,-0.1,3,-4
COc1ccccc1C1C(C(=O)OC2CCCCC2)=C(C)NC2=C1C(=O)CC(c1ccc(Cl)cc1)C2 (configuration not stated),-0.9,1.0,-9,-16
COc1ccccc1C(=O)Nc1c2c(nn1-c1ccc([N+](=O)[O-])cc1)CS(=O)(=O)C2,-2.1,0.5,7,22
O=C1CN(C(=O)CSc2nnc(NC3CCCCC3)s2)c2ccccc2N1,-0.8,0.1,11,14
CCc1cccc(C)c1NC(=O)Cn1nnc(-c2ccc(NC(C)=O)c(Cl)c2)n1,1.2,-0.1,-1,-3
C/C(=N\NS(=O)(=O)c1ccccc1)c1ccc(NC(=O)c2ccccc2)cc1,1.2,-0.1,-41,-17

Exported with two lines to a compound: two of the compounds above
Below each compound: GPR151 ag, FBW7 activator, TEAD-YAP inh, MITF inh
- Fc1cccc(-c2nn3c(C4COc5ccccc5O4)nnc3s2)c1 (configuration not stated)
 : -0.1, -0.4, 3, -6
- COCCN=c1scc(-c2ccc(Br)cc2)n1/N=C/c1ccc(O)cc1O
 : 0.7, -0.1, -10, -3

Another view of 4 compounds above:
> CCN(CC)C(=O)C12CCC(C)(C(=O)C1)C2(C)C (configuration not stated)
- GPR151 ag: 3.0
- FBW7 activator: -0.1
- TEAD-YAP inh: 7
- MITF inh: 1
> COc1ccc(C2C3=C(CCCC3=O)N(C)C3=C2C(=O)CCC3)cc1C(=O)O
- GPR151 ag: 0.3
- FBW7 activator: -0.3
- TEAD-YAP inh: -5
- MITF inh: 3
> O=C(Nc1ccc(Cl)c(-c2nc3ccccc3o2)c1)c1ccc(Cl)c([N+](=O)[O-])c1
- GPR151 ag: 0.5
- FBW7 activator: 0.0
- TEAD-YAP inh: 4
- MITF inh: -3
> CCc1ccc(NC(=O)COc2ccc(C)c(C)c2)cc1
- GPR151 ag: 1.9
- FBW7 activator: 0.0
- TEAD-YAP inh: 4
- MITF inh: -2

Continued:
Structure,GPR151 ag,FBW7 activator,TEAD-YAP inh,MITF inh
CCc1ccc(CN2CCN(C3CCCCCC3)CC2)cc1,-1.1,-0.2,-13,79*
CC12COC3(C(=O)Nc4ccccc4)CC1CCC32C (configuration not stated),-1.3,0.0,0,8
CN(C)CCCN1C(=O)C(O)=C(C(=O)c2ccco2)C1c1ccccc1 (configuration not stated),0.5,0.0,4,-12
CCNS(=O)(=O)c1cc(Cl)c(OC)cc1Cl,-0.2,0.1,-1,7
COc1ccc(-c2noc(CN3CCN(c4cnccn4)CC3)n2)cc1,0.4,0.7,7,13
NC(=O)CSc1nnc(SCc2ccc(Br)cc2)s1,-1.2,-0.1,-18,6
CCOC(=O)c1c(NC(=O)CC)sc2ccccc12,-0.3,-0.2,-6,1
COc1ccc(Cl)cc1C(=O)O/N=C(\N)c1ccc(Br)cc1,0.3,-0.1,-4,6
COc1cc(/C=C2/C(=N)N3N=C(C(C)C)SC3=NC2=O)ccc1OCCOc1cc(C)ccc1C,-0.2,-0.1,8,19
COc1ccccc1N1CCN(C2CCCN(Cc3nc4ccccc4[nH]3)C2)CC1 (configuration not stated),1.7,-0.2,7,-4
C[C@H](c1ccccc1)n1c(=O)[nH]c2ncc(-c3cccc(O)c3)nc21,-0.8,-0.6,3,14
NS(=O)(=O)c1ccc(NC(=O)COC(=O)c2ccc3c(c2)OCCO3)cc1,0.6,-0.1,-6,3
COc1ccccc1OCC(=O)Nc1cccc(C(=O)O)c1,-7.1,0.0,36*,-9
COCCN(Cc1cc2cc(C)ccc2n2nnnc12)C(=S)Nc1ccc(C)cc1,-1.1,0.1,10,-21
Cc1ccc(O)c(NC(=O)c2cc(-c3ccc(F)cc3)no2)c1,2.5,0.2,-11,9
CC1=C(C(N)=O)C(c2cccc(Br)c2)NC(=O)N1 (configuration not stated),-0.2,-0.1,-4,-1
Cc1ccc(-c2nnc(SCC(=O)Nc3ccc(C#N)cc3)o2)cc1,-0.8,0.1,0,21
CCSc1nnc(CNC(=O)c2ccccc2)o1,0.3,0.1,-8,-7
CC(C)NC(=O)[C@@H]1C[C@@H](NCc2ccc(-c3ccccc3)cc2)CN1C(C)C,0.0,-0.2,-1,13
Cc1cc2c(s1)c1cnn(CC(=O)O)c(=O)c1n2Cc1ccc(F)cc1,0.1,0.1,9,10
Cc1ccnc(N2C(=O)c3ccc(-c4nc5ccccc5c(=O)o4)cc3C2=O)c1,0.4,-0.4,-5,6
CCN(CC)c1ccc2cc(-c3nc(-c4ccc(C)c(C)c4)cs3)c(=O)oc2c1,2.4,0.1,3,9
COc1c(O)ccc(/C=N/NC(=O)c2cccnc2)c1[N+](=O)[O-],-0.8,0.2,3,20
O=[N+]([O-])c1ccc(N2CCN(S(=O)(=O)c3ccc(F)cc3)CC2)cc1N1CCCCC1,-1.1,0.0,-5,6
COc1ccc(-c2c(C)c3cc(OC(C)=O)ccc3oc2=O)cc1,1.0,-0.3,-13,-8
Cc1cc(C)c(C)c(S(=O)(=O)N2CCC(C(=O)N3CCC(C(N)=O)CC3)CC2)c1C,0.7,0.0,9,6
O=C(Nc1ccc(F)c([N+](=O)[O-])c1)c1cccc(Cl)c1,-0.5,0.0,4,-14
Cc1cc(C)c(S(=O)(=O)Nc2cccc(Cl)c2Cl)c(C)c1,0.0,0.0,15,7
CC(C)(C)NC(=O)c1cc2cc(Cl)cc(Cl)c2oc1=O,3.7,-0.2,-10,-9

Assay outcomes from PubChem BioAssay.
